Screening data deposited in PubChem by Sanford-Burnham Center for Chemical Genomics.
PfG6PD inh: PfG6PD (Plasmodium falciparum) enzyme inhibition; PfGluPho enzyme, NADPH resazurin-diaphorase fluorescence; inhibition, % at 20 µM; 350,000 compounds, 0.78% hits;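 active means inhibition reaching at least a set limit at 20 µM in the primary screen, cut at about 59% in these data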;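 further: 0% = DMSO wells with substrate and 100% = DMSO wells lacking glucose-6-phosphate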
SENP8 block-1: blocks the human protease SENP8; purified SENP8, Z-RLRGG-aminoluciferin cleavage, luminescence; inhibition, % at 10 µM; 330,000 compounds, 1.2% hits; AID 2540; in the data active means inhibition above about 50%
Target sequence (Q96LD8 whole entry, looked up): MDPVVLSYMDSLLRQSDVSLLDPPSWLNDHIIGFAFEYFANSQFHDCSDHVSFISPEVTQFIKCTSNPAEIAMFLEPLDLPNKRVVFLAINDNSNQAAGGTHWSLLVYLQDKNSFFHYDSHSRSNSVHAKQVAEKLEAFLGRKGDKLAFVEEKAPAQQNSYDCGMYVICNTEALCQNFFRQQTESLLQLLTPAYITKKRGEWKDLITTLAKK
HKDC1 inh: blocks human hexokinase HKDC1 activity; Q2TB90; recombinant HKDC1, G6PDH/diaphorase resazurin coupled fluorescence; inhibition, % at 20 µM; 340,000 compounds, 0.16% hits; AID 493160;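 active means inhibition above about 35% when tested at 20 µM, limit read from the data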;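 further: plate controls were DMSO wells with enzyme for no effect and DMSO wells lacking enzyme for full effect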
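Material – in-house recombinant HK5 (HKDC1) enzyme · Quantity – HKDC1 at 5 µg/mL · Buffer or medium – pH 8.0 Tris buffer with 10 mM MgCl2 · Reagent – glucose with 1 mM ATP · Dosing – single 20 µM dose · Times – reaction time 90 min, room temperature, protected from light · Technique – resorufin fluorescence at 613 nm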
SENP6 block: blocks the human protease SENP6 | inhibition, % at 10 µM | 330,000 compounds, 1.8% hits | Recombinant SENP6 catalytic domain, aminoluciferin luminescence | Q9GZR1;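 active means inhibition above about 50% at the single tested dose, limit read from the data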;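 further: plate controls were DMSO wells with enzyme for no effect and DMSO wells lacking enzyme for full effect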
Target sequence (Q9GZR1 628-1112 limits assumed): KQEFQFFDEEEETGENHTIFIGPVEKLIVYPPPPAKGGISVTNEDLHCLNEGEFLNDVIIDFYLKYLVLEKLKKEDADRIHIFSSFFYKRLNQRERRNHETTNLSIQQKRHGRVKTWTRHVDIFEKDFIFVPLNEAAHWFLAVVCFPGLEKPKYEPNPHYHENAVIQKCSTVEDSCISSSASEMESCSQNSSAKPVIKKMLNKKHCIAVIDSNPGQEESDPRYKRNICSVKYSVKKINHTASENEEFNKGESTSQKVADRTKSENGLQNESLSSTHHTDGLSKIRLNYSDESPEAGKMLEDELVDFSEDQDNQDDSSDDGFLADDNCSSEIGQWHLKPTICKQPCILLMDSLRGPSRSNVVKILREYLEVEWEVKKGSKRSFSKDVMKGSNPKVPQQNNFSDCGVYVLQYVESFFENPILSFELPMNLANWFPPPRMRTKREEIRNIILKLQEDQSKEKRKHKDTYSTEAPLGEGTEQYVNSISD
Apaf1 inhib: inhibitors of human Apaf-1 apoptosome; O14727; inhibition, % at 20 µM; AID 489030; reconstituted apoptosome caspase-3 activity, DEVD-Rh110 fluorescence; 330,000 compounds, 0.71% hits; active means inhibition of at least 40% at 20 µM;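 further: plate controls were DMSO wells for no effect and DEVD-CHO caspase inhibitor wells for full effect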
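Material: reconstituted apoptosome with Apaf-1, cytochrome c, caspase-9, procaspase-3, dATP; medium: pH 7.5 Hepes buffer with CHAPS, BSA, DTT; also added: cytochrome c and DEVD-Rh110 substrate; timing: 30 min plus 50 min, RT; signal: Rh110 fluorescence intensity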
SENP7 inh: inhibitors of human SENP7 protease; Q9BQF6; recombinant SENP7, Z-RLRGG-aminoluciferin luminescence, 40 min; inhibition, % at 5 µM; 330,000 compounds, 1.5% hits; AID 434973;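 active means inhibition above about 50% at the single test dose, limit read from the data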;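 further: plate controls were DMSO with enzyme for no effect and no enzyme buffer wells for full effect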
Target sequence (Q9BQF6 706-1050 limits assumed): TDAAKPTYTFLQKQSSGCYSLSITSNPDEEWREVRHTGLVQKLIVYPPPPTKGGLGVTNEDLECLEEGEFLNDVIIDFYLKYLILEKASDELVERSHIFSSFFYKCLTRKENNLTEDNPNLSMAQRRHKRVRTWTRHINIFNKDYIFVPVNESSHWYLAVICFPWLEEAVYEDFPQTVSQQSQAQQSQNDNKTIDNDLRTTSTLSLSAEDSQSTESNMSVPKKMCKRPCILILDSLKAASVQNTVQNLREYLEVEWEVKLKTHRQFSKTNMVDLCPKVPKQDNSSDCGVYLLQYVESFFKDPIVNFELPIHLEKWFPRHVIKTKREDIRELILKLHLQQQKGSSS
SENP8 block-2: SENP8 (human) protease inhibition; Q96LD8; recombinant SENP8, Nedd8 substrate fluorescence; inhibition, % at 20 µM; 360,000 compounds, 0.64% hits; AID 602440; in the data active means inhibition mostly above about 40%, no sharp cut-off; inactive means mostly below about 27%
SENP1 FRET inh: SENP1 (human) catalytic domain inhibition. recombinant SENP1 catalytic domain, CyPet-SUMO1-YPet FRET cleavage. AID 624204. inhibition, % at 10 µM. Q9P0U3. 360,000 compounds, 0.21% hits;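 active means inhibition at least 30% at 10 µM, raw YFP signal under a set limit, fluorescence ratio 0.5 to 1.5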;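 further: 0% = enzyme with DMSO and 100% = no enzyme wells; some results filed as inactive read as strong as hits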
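system = hSENP1 catalytic domain, recombinant | reagent = SFCypet-SUMO1-SFYpet substrate at 25 nM | doses = one dose per compound, 10 µM, 0.5% DMSO | incubation = enzyme reaction for 50 min at room temperature, dark | measured by = FRET, CFP and YFP emission | controls = no-enzyme low, enzyme-DMSO high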
NALP3 yeast inh: NALP3 inhibition in yeast | Yeast reconstituted NLRP3/ASC/caspase-1, beta-gal luminescence, 24 h | inhibition, % at 10 µM | 330,000 compounds, 0.39% hits | AID 2825;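 active means inhibition of 50% or more; inactive means inhibition below 50%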;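 further: plate controls were induced DMSO wells for no effect and uninduced yeast grown without galactose for full effect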
* hit, by the source's call; . = not tested or not shown.

SMILES	PfG6PD inh	SENP8 block-1	HKDC1 inh	SENP6 block	Apaf1 inhib	SENP7 inh	SENP8 block-2	SENP1 FRET inh	NALP3 yeast inh
CCOC(=O)C(C)n1cnc2sc(C)c(C)c2c1=O (stereo not given)	2	-7	8	-17	1	9	12	-4	11
Cc1cccc(C(=O)NCCC(=O)Nc2ccc(C)c(F)c2)c1	-18	-3	1	5	6	-4	2	1	12
CC(=O)Nc1ccc(N2CCN(C(C)=O)CC2)cc1	15	1	-5	-14	4	9	25	2	9
Cc1cc2ccccc2n2c(SCC(=O)Nc3ccc(S(=O)(=O)N4CCC(C)CC4)cc3)nnc12	13	-2	9	-21	14	-6	-15	-1	3
O=C(NC1=NCCS1)c1ccc(Cl)c(S(=O)(=O)N2CCCC2)c1	-4	5	2	11	-1	-3	4	0	8
NC(=O)c1c(NC(=O)Cn2nc(C(=O)O)c3ccccc3c2=O)sc2c1CCC2	-3	-3	15	9	-2	2	-3	-2	3
Cc1cnc(NC(=O)c2ccc3c(c2)OCCO3)s1	16	84*	3	91*	0	92*	-411	0	18
O=C1C2C3C=CC(C3)C2C(=O)N1Cc1ccccc1 (stereo not given)	-5	-6	-9	-14	-17	7	6	2	5
O=C(NCCc1ccccc1)c1ccc2nccnc2c1	-8	2	-10	21	2	-4	8	-2	22
Cc1ccccc1COc1ccc2oc(C)c(C(=O)O)c2c1	46	2	2	-7	-10	-3	3	2	-2
COc1ccc(Cl)cc1NC(=O)Cn1nc(-c2ccc(C)cc2)n(C)c1=S	23	-9	-9	-12	5	1	10	1	-19
CN(c1ccccc1)S(=O)(=O)c1nnc(NC(=O)COc2ccccc2)s1	-27	5	5	4	0	-3	4	-7	-3
CCCCc1ccc(NC(=O)CN2C(=O)C3CCCCC3C2=O)cc1 (stereo not given)	5	4	2	-18	13	3	0	1	13
COc1ccc(C(=O)NCCn2cc(SCC(=O)Nc3cc(C)on3)c3ccccc32)cc1OC	10	-2	4	-12	-7	11	9	-1	22
Clc1cc(Br)ccc1OCCOCCN1CCCC1	-10	4	-4	17	3	-3	11	0	26
CC(=O)n1c2ccccc2c2nc3ccccc3nc21	-8	-8	-7	-6	2	-12	-429	-1	25
CN(C(=O)c1ccccc1C(=O)OCC(=O)c1ccc(Br)cc1)c1ccccc1	-1	-3	-6	-16	30	-6	8	-2	8
CCOC(=O)c1sc(/N=C/c2c(O)ccc3ccccc23)cc1C	7	-12	5	-7	10	1	-68	-23	18
CC1CCc2cccc3c(O)cc(=O)n1c23 (stereo not given)	6	5	-3	-36	-10	4	3	1	4
CCC(C)(C)NC(=O)C(c1ccc(F)cc1)N(Cc1ccc(OC)cc1)C(=O)c1cnccn1 (stereo not given)	7	-15	-8	5	13	5	-56	3	17
Cc1ccc(C(=O)N2CCCC2)cc1S(=O)(=O)Nc1ccccc1	5	-8	-3	-4	6	-11	17	1	13
Cn1ccnc1SCc1ccc(Cl)cc1Cl	25	-8	-6	-6	10	-7	15	1	12
CN(C)C(=O)CSc1nc(-c2ccccc2)nc2c1CCCC2	6	13	-7	12	-2	5	3	0	15
Cc1ccc(S(=O)(=O)N2[C@@H](c3ccccc3F)C(C(=O)O)=CC[C@H]2c2cccc(Cl)c2)cc1	-2	-14	0	-22	23	-6	16	-1	7
COc1ccc(S(=O)(=O)N(CC(=O)NCC2CCCO2)C2CCCCC2)cc1OC (stereo not given)	-15	-12	1	-16	8	-2	9	1	3
(cont.)
SMILES	PfG6PD inh	SENP8 block-1	HKDC1 inh	SENP6 block	Apaf1 inhib	SENP7 inh	SENP8 block-2	SENP1 FRET inh	NALP3 yeast inh
CC(=O)Nc1ccc(Nc2nc(C)nc3c2oc2ccccc23)cc1	9	-5	6	-7	3	-5	-281	1	3
CCCn1c(N)c(Sc2ccc([N+](=O)[O-])cc2)c(=O)n(CCC)c1=O	-32	-8	-6	-6	-19	-7	16	0	-3
O=C(CCc1ccccc1)N=C1SC2CS(=O)(=O)CC2N1c1ccccc1 (stereo not given)	5	-10	-3	-1	2	-4	-4	0	13
O=S(=O)(Nc1cccc(CCc2ccccn2)c1)c1cc(Cl)ccc1Cl	-7	3	0	1	-9	-1	13	0	6
CC(=O)C1=C(O)C(=O)N(c2nccs2)C1c1ccc(Br)cc1 (stereo not given)	-1	-17	-1	-9	2	-12	-206	-14	4
CC(C)(C)c1cc(Br)c(O)c(N=Nc2ccc(S(=O)(=O)N3CCOCC3)cc2)c1	27	-2	1	6	21	4	16	0	8
CC1(C)CC(=O)c2c(oc3ccc(NS(=O)(=O)c4ccc(C(=O)O)cc4)cc23)C1	-43	2	-8	-9	6	5	-12	3	3
CC1CCN(C(=O)COc2ccc(S(=O)(=O)N3CCOCC3)cc2)CC1	8	-8	-5	-21	2	-9	-5	1	-1
O=C(NNC(=S)Nc1ccc(F)cc1F)c1ccco1	4	3	-7	5	2	18	-4	1	7
Cc1nc(-c2ccccc2)sc1C1(C)CC(c2ccc(C#N)cc2)=NO1 (stereo not given)	9	1	-5	-5	3	-3	-8	2	13
COc1ccc(-c2nsc3c(N4CCN(S(=O)(=O)c5ccccc5F)CC4)ncnc23)cc1	-12	6	8	-4	-16	8	-138	2	16
CCOC(=O)C1(Cc2ccccc2)CCCN(C(=O)c2ccc(-n3ccnc3)cc2)C1 (stereo not given)	0	-1	-3	-5	11	13	0	-1	8
CC(C)N(C(=O)N1CCN(c2ccnc3cc(Cl)ccc23)CC1)C(C)C	16	1	4	-8	13	0	-57	1	12
Cc1cc(NC(=O)CC#N)n(-c2ccccc2)n1	-1	1	-13	8	4	-4	3	-2	26
CCOC(=O)c1c(NC(=O)C2=C(C)NC(=S)NC2c2ccc(C)cc2)sc(C)c1C (stereo not given)	12	0	-1	2	7	-7	-296	-18	4
COc1ccc(CNC(=O)/C=C/c2cc3c(cc2Br)OCO3)cc1	6	-5	-1	-29	12	2	-150	3	32
COC(=O)C(CCCN1C(=O)c2ccccc2C1=O)(NC(C)=O)c1nnn(C)n1 (stereo not given)	-2	0	-9	1	-7	-1	14	1	13
CCN(CC)c1ccc(C(=O)OCc2c(C)noc2C)cc1	-16	-7	-4	-11	9	-5	-21	1	5
CCn1c(C)[n+](Cc2ccccc2)c2ccc(Cl)cc21	4	-4	-10	-19	0	-1	4	0	21
O=C1OC(Nc2ccc3ncccc3c2)c2ccccc21 (stereo not given)	55	39	3	72*	82*	-16	-210	1	11
Cc1ccc2nc(SCC(=O)c3c[nH]c4ccccc34)[nH]c2c1	16	-6	-2	-3	23	0	-34	-1	8
CCc1ccc(N2CC(C(=O)OCc3nc4ccsc4c(=O)[nH]3)CC2=O)cc1 (stereo not given)	4	-3	5	7	-4	3	-367	-23	14
CC(=O)c1cccc(NC2c3ccccc3C(=O)N2Cc2ccc3c(c2)OCO3)c1 (stereo not given)	-20	-2	-2	-6	12	-7	-98	5	1
COC(=O)Cc1[nH]c(=S)[nH]c1C(=O)OC	32	-5	-7	-23	-3	1	6	2	5
c1csc(-c2ccnc3ncnn23)c1	6	6	-13	3	-11	3	-417	0	5

3 compounds from above, showing only SENP7 inh, HKDC1 inh and SENP6 block:
smiles | SENP7 inh | HKDC1 inh | SENP6 block
Cc1ccc2nc(SCC(=O)c3c[nH]c4ccccc34)[nH]c2c1 | 0 | -2 | -3
CCc1ccc(N2CC(C(=O)OCc3nc4ccsc4c(=O)[nH]3)CC2=O)cc1 (stereo not given) | 3 | 5 | 7
CC(=O)c1cccc(NC2c3ccccc3C(=O)N2Cc2ccc3c(c2)OCO3)c1 (stereo not given) | -7 | -2 | -6

(list continues)
SMILES	PfG6PD inh	SENP8 block-1	HKDC1 inh	SENP6 block	Apaf1 inhib	SENP7 inh	SENP8 block-2	SENP1 FRET inh	NALP3 yeast inh
Nc1c(Cl)cc(-c2csc(N3CCCC3c3nc4cc(Cl)c(Cl)cc4n3CCCO)n2)cc1Cl (stereo not given)	7	1	0	-26	-1	-9	-1	1	30
CC(C)C(NC(=O)c1ccccc1NC(=O)c1ccco1)C(=O)NNC(=O)c1ccncc1 (stereo not given)	-11	-6	4	8	-4	2	3	0	13
CC(C)(C)n1nnnc1C(c1ccccc1F)N1CCN(C2CCCC2)CC1 (stereo not given)	15	.	2	.	.	.	16	1	.
O=C(CN1CCN(CC(=O)Nc2ccccc2F)CC1)Nc1ccc2c(c1)OCCO2	5	3	-10	5	-8	5	14	1	5
Cc1ccc(C2C(=O)N(C3CCC(C)CC3)CC(=O)N2C2CC2)cc1 (stereo not given)	-7	-9	-8	-9	-14	-1	6	1	5
O=C1Nc2ccc(Br)cc2C1=Nc1ccc(-c2nnc3n2CCCCC3)cc1	.	9	.	-12	0	7	.	.	25
CCCCNC(=O)CSc1nc2ccccc2n1S(=O)(=O)c1ccc(Cl)cc1	4	-5	-3	0	0	-2	16	2	8
COc1ccc(N=N/C(=C\O)C(=O)c2ccco2)cc1	-6	-1	-3	11	1	-8	9	6	18
Cc1nc2c(ncn2-c2ccccc2)c(=O)n1NC(=O)CN1CCOCC1	-4	-10	-5	-33	3	-10	30	2	7
Cc1cccc(C)c1NC(=O)Nc1cccs1	-3	-6	-4	1	-1	-5	2	-14	22
COc1cccc(C(c2nnnn2Cc2ccco2)N2CCN(Cc3ccccc3)CC2)c1OC (stereo not given)	-5	5	1	0	15	5	2	0	4
CCn1c(NC(=O)Nc2cccc(C)c2C)cc2sccc21	25	4	-7	14	10	11	-70	-40	8
COc1ccc(C)cc1NC(=O)NNC(=O)c1cc2ccccc2cc1O	-15	-9	1	13	21	-7	-47	12	18
CCOC(=O)N/N=C\C=C\c1ccco1	20	-1	-3	-11	4	-3	13	-1	14
COc1ccc(Cn2c(O)c(/C=N/NC(=O)c3cccnc3)c3ccccc3c2=O)cc1	-21	.	-2	.	.	.	-225	-28	.
CC(C)(C)NC(=O)C(=O)NNC(=O)COc1ccc(Br)cc1	-14	1	-18	-4	6	-1	7	0	5
COc1ccc(-c2[nH]ncc2-c2cnn(-c3ccccc3)c2)c(O)c1	-5	-4	-2	-13	11	9	-306	-6	-3
CCN(CC)c1ccc(NC(=O)Cn2ncc3c(C)n(Cc4ccccc4F)c(C)c3c2=O)c(C)c1	15	5	-6	3	-3	19	1	-3	20
Cc1ccc(C(=O)NCCC(=O)N2CCCC2)cc1	-13	8	-4	-2	-12	-5	15	2	6
O=C(Nc1ccccn1)c1ccc(Br)c(S(=O)(=O)N2CCCC2)c1	-3	-6	-6	-3	4	-6	5	4	-22

Fetched one by one from the list above (4):
SMILES	PfG6PD inh	SENP8 block-1	HKDC1 inh	SENP6 block	Apaf1 inhib	SENP7 inh	SENP8 block-2	SENP1 FRET inh	NALP3 yeast inh
COc1ccc(Cn2c(O)c(/C=N/NC(=O)c3cccnc3)c3ccccc3c2=O)cc1	-21	.	-2	.	.	.	-225	-28	.
Cc1nc2c(ncn2-c2ccccc2)c(=O)n1NC(=O)CN1CCOCC1	-4	-10	-5	-33	3	-10	30	2	7
Cc1cccc(C)c1NC(=O)Nc1cccs1	-3	-6	-4	1	-1	-5	2	-14	22
Nc1c(Cl)cc(-c2csc(N3CCCC3c3nc4cc(Cl)c(Cl)cc4n3CCCO)n2)cc1Cl (stereo not given)	7	1	0	-26	-1	-9	-1	1	30

This is a random part of the collection, and some 4.1% of all compounds hit somewhere here.
